MgcRacGAP inhibition = MgcRacGAP GTPase-activating activity inhibitors, confirmation, biochemical, ADP Hunter fluorescence. AID 624330. MgcRacGAP-stimulated Rac1 GTP hydrolysis, ADP Hunter fluorescence; higher % means a stronger effect; GST-tagged Rac1 F28L mutant substrate. inhibition, % at 30 µM; hits with a dose series show IC50 in µM. 340,000 compounds, 0.6% hits;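 active = first-screen hits whose inhibition reached a set limit at any dose in the follow-up dose series; inconclusive = inhibition above the set first-screen limit but never retested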;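 note: fluorescence reports GDP produced by GAP-driven GTP hydrolysis; strong numbers were not always called active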
Myeloid diff 2 = myeloid differentiation induction; ER-HoxA9 myeloid progenitors, lysozyme-GFP differentiation, flow cytometry; AID 624256; calls only at 10 µM; 360,000 compounds, 1% hits;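 active = normalized GFP-positive differentiation at or above the plate's own cutoff, the solvent-only control mean plus 3 SD; inconclusive = no clear call, values can overlap the other calls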;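 note: cells exposed to compound for four days before flow analysis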
SV40 large T antigen = SV40 large T antigen inhibitors, biochemical (AID 1903) | SV40 large T antigen ATPase/helicase inhibition assay; higher % means a stronger effect | one-dose inhibition, % at 20 µM; IC50 in µM for titrated hits | 310,000 compounds, 0.39% hits; in the data active = a potency from the dose series; inconclusive = inhibition mostly from about 32% at the one dose, without a potency; inactive = the rest, 99 in 100 with inhibition below about 32%; note: strong numbers were not always called active
bCat nuc transl = alters nuclear translocation of beta-catenin in HeLa cells | immunofluorescence imaging | nuclear translocation activity, % at 5 µM | 190,000 compounds, 0.3% hits | AID 1665;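 active = nuclear translocation activity above 50% at 5 µM, with a well cell count of 50 or more; inconclusive = wells under 50 cells across six images, flagged as toxic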;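 note: per-cell ratio of nuclear to cytoplasmic median beta-catenin stain intensity; plate controls were DMSO negative control for no effect and GSK-3 inhibitor IX positive control for full effect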
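Test system: HeLa cells, endogenous beta-catenin; Compound: single 5 µM dose plus 0.02–20 µM confirmation series; Times: compound exposure 24 h at 37°C; Signal: fluorescence imaging of beta-catenin antibody stain plus DAPI; Read-out: % activation, nuclear-to-cytoplasmic median beta-catenin signal ratio per cell.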
West Nile antiviral = inhibition of WNV-induced cytopathic effect – cell-based, CPE readout (AID 1621) | CPE inhibition, % at 10 µM, or IC50 in µM where a hit was titrated | West Nile virus-infected cells, CPE inhibition; higher % means a stronger effect | 290,000 compounds, 0.02% hits; in the data active = a potency from the dose series; inconclusive = CPE inhibition mostly from about 3.7% at the one dose, without a potency; inactive = the rest, 99 in 100 with CPE inhibition below about 2.2%; note: strong numbers were not always called active
WT yeast gro inh = growth inhibition of WT yeast, mitochondrial fusion screen; inhibition, % at 10 µM; mitochondrial fusion phenotypic screen, WT strain; AID 1362; 190,000 compounds, 2.1% hits; in the data active = inhibition above about 58%; tested in S. cerevisiae
RSV CPE inhibition = inhibition of RSV-induced cytopathic effect – HEp-2 cells, primary 10 µM value included (AID 2391) | 310,000 compounds, 0.13% hits | HEp-2 cells, RSV-induced CPE inhibition; higher % means a stronger effect | CPE inhibition, % at 10 µM, or IC50 in µM where a hit was titrated; in the data active = a potency from the dose series; inconclusive = CPE inhibition mostly from about 23% at the one dose, without a potency; inactive = the rest, 99 in 100 with CPE inhibition below about 21%; note: strong numbers were not always called active
T cell modulator = modulates CD8 T cell binding to vesicles; 330,000 compounds, 0.068% hits; calls only at 7 µM; 2C CD8+ T cell-vesicle binding, flow cytometry; hits give low values; AID 2052;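 active = response, share of CD8 T cells binding vesicles, and their 90th percentile fluorescence all below set limits, cut at about 80% in these data, passing the limit was not always enough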
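Benchmarks: naked versus QL9-loaded vesicles / Assay system: purified 2C TCR transgenic mouse naive CD8+ T cells / Technique: high-throughput flow cytometry with anti-B7-1 and anti-CD8 staining / Timing: Cell–vesicle co-incubation 1.5 h at 37 °C, staining 20 min on ice / Read-out: percent CD8+ FL2 mean versus row control / Probe or stimulus: QL9-loaded Drosophila micro-vesicles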
PhoP inhibition = PhoP-dependent GFP reporter repression – Salmonella Typhimurium, primary screen (AID 1863); S. Typhimurium PhoP-regulated promoter GFP reporter, 4 h; higher % means a stronger effect; one-dose inhibition, % at 50 µM; IC50 in µM for titrated hits; 300,000 compounds, 0.16% hits;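 active = inhibition over 29.93%, a cutoff 3 SD above the screen mean, later confirmed by dose response; inconclusive = inhibition over 29.93% but no dose response follow-up; inactive = inhibition at most 29.93% or unconfirmed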;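 note: 0% = low Mg2+ inducing control and 100% = high Mg2+ repressing control; strong numbers were not always called active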
WT yeast gro inh mutant strain = recorded beside WT yeast gro inh, whose call it bears; inhibition, %; mitochondrial fusion phenotypic screen, mutant strain inhibition
bCat nuc transl cell count 5 µM = second read-out of bCat nuc transl, no call of its own (marks repeat the call); cell count; measured here: cell count, cytotoxicity flag
T cell modulator vesicle-bound % = also measured in T cell modulator; calls as there; double positive events, %; measured here: CD8+ vesicle-bound cell fraction;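 binding gate set so that unloaded-vesicle control wells show 10% double positive cells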
Myeloid diff 2 GFP+ MAC1+ % = second read-out of Myeloid diff 2, no call of its own (marks repeat the call); GFP+ MAC1+ double positive, %; measured here: differentiation confirmed by MAC1 staining
* hit, by the source's call; i = inactive; u = inconclusive; x = no result given.

SMILES	MgcRacGAP inhibition	Myeloid diff 2	Myeloid diff 2 GFP+ MAC1+ %	SV40 large T antigen	bCat nuc transl	bCat nuc transl cell count 5 µM	West Nile antiviral	WT yeast gro inh	WT yeast gro inh mutant strain	RSV CPE inhibition	T cell modulator	T cell modulator vesicle-bound %	PhoP inhibition
Cc1ccc(C(=O)COC(=O)c2ccccc2NC(=O)c2ccccc2)cc1[N+](=O)[O-]	9.6%	i	0.9	10.5%	4.8	1075	-0.2%	0.3	-4.3	2.7%	i	46.1	-2.3%
COc1ccc(/C=C/C(=O)Nc2ccc(C(N)=O)cc2)cc1OC	x	i	0.4	3.0%	-0.9	1345	0.7%	x	x	0.2%	i	29.4	-1.0%
CCCCCCCNC(=O)C1(CC2CC(c3cccc(Br)c3)=NO2)CCN(C(=O)c2ccccc2)CC1 (stereo unspecified)	6.3%	i	1.6	9.8%	x	x	x	x	x	10.0%	i	45.6	x
CN(c1ccccc1)S(=O)(=O)c1cccc(NC(=O)CSc2nnc(C3CC3)n2C)c1	1.0%	i	1.3	x	x	x	x	x	x	0.8%	i	17.7	x
CCC1=NN(C(=O)Cc2ccc([N+](=O)[O-])cc2)C(O)(C(C)(C)C)C1 (stereo unspecified)	4.4%	i	0.5	3.2%	-0.7	873	0.7%	-0.3	-0.3	0.1%	i	39.4	5.2%
O=C(Cc1ccc(Br)cc1)N1CCN(C(=O)c2ccccc2)CC1	1.5%	i	0.4	x	x	x	x	x	x	0.5%	i	28.8	x
CN(CCc1ccccn1)C(=O)Nc1cc(Cl)cc(Cl)c1	-1.4%	i	0.7	8.7%	3.4	1163	-0.8%	x	x	4.1%	i	20.8	3.4%
CC(Sc1nnc2ccccn12)C(=O)Nc1ccc2c(c1)OCO2 (stereo unspecified)	6.7%	i	0.2	-8.1%	-4.3	1158	-0.7%	1.0	8.1	1.6%	i	6.1	1.8%
COc1cccc(/C=C(\C#N)c2nc3ccc(C)cc3[nH]2)c1OCC(=O)O	9.5%	i	0.5	3.1%	x	x	-0.1%	x	x	1.1%	i	60.9	-6.1%
O=C(CN1C(=O)C2C3C=CC(C3)C2C1=O)Nc1nc(-c2ccccn2)cs1 (stereo unspecified)	17.2%	i	1.3	-2.1%	x	x	-0.2%	0.2	-17.8	0.1%	i	26.9	25.2%
Cc1cc(SCC(=O)OCC(=O)N2CCN(C(=O)c3ccco3)CC2)c(C)cc1Br	9.9%	i	0.9	8.0%	x	x	0.1%	4.3	8.4	4.3%	i	14.0	-0.3%
N/C(COc1ccccc1)=N\NS(=O)(=O)c1ccccc1	5.3%	i	1.1	-3.3%	-2.1	1160	0.5%	1.9	-4.4	2.4%	i	21.0	5.2%
CC(C)(C)c1ccc(Oc2ccc(NC(=O)CCCC(=O)O)cn2)cc1	7.5%	i	0.7	16.0%	3.3	987	0.8%	x	x	1.4%	i	23.2	x
CCOc1ccc(CCNC(=O)Nc2cccc(OC)c2)cc1OCC	x	i	0.5	4.2%	x	x	-0.3%	x	x	2.1%	i	15.4	3.4%
CCOC(=O)c1c(-c2ccc(C)cc2)csc1NC(=O)CCN1CCOCC1	18.9%	i	0.5	-1.2%	3.8	992	-1.3%	35.5	63.6	-0.5%	i	26.7	5.2%
O=C(Nc1ccncc1)Nc1cccc(F)c1	6.3%	i	0.8	9.0%	x	x	-0.9%	x	x	2.8%	i	65.7	5.3%
CC(=O)Nc1ccc(S(=O)(=O)N2CCC(C(N)=O)(N3CCCCC3)CC2)cc1	1.7%	i	1.4	-1.1%	x	x	0.1%	x	x	1.4%	i	18.0	1.6%
c1csc(-c2nnc(-c3ccc(N4CCOCC4)cc3)o2)c1	0.6%	i	0.5	0.8%	-5.3	877	-0.3%	6.8	20.3	4.5%	i	30.3	13.4%
Cc1cccc(N2C(S)=C(C#N)C(=O)NC2c2cccs2)c1 (stereo unspecified)	110µM*	i	1.2	-1.3%	1.0	1040	u	-29.9	-11.9	3.4%	i	17.1	10.8%
CC(c1ccco1)N(C(=O)c1ccc(Cl)s1)c1ccccn1 (stereo unspecified)	x	x	x	x	0.1	747	-0.9%	x	x	2.1%	i	15.5	x
Cc1ccc(OCC(=O)NCc2ccccc2)c([N+](=O)[O-])n1	7.5%	i	1.5	4.5%	1.7	1083	-0.6%	2.3	14.0	0.6%	i	48.4	2.6%
Fc1ccc2c(c1)C1OCCCC1C(c1ccccc1)N2 (stereo unspecified)	5.3%	i	1.0	8.6%	x	x	-0.2%	x	x	1.3%	i	32.9	5.9%
O=c1[nH]c(C2CCCN(S(=O)(=O)c3ccccc3)C2)nc2c1nnn2Cc1ccccc1 (stereo unspecified)	4.0%	i	0.8	7.0%	-1.5	1183	u	6.8	-8.3	16.2%	i	35.9	3.6%
CSc1ccc(CN2CCCN(C)CC2)cc1	30.0%	i	0.5	13.9%	x	x	-0.6%	x	x	0.4%	i	54.2	5.1%
O=C(CSc1nc2ccccc2s1)c1ccc(O)cc1O	x	i	0.6	4.5%	x	x	-0.2%	x	x	7.0%	i	21.6	0.6%
c1ccc(C(c2nnnn2C2CCCC2)N2CCN(c3ccccc3)CC2)cc1 (stereo unspecified)	-1.4%	i	2.0	11.2%	-1.1	553	-1.4%	42.4	32.6	5.8%	i	35.9	-7.1%
CCC1Oc2ccc(C)cc2N(CC(=O)N(Cc2cccnc2)Cc2cccc(F)c2)C1=O (stereo unspecified)	-0.7%	i	2.7	2.0%	1.6	921	-0.5%	-10.6	4.7	1.0%	i	26.8	5.7%
Cc1noc(C)c1S(=O)(=O)Nc1ccc(C(=O)NC2CCCCC2C)cc1 (stereo unspecified)	8.5%	i	0.2	-0.1%	-1.1	975	0.4%	-21.4	-57.2	1.5%	i	49.4	-3.1%
CC(C)CNS(=O)(=O)c1ccc(OCC(=O)NCC2CCCO2)c(Cl)c1 (stereo unspecified)	4.3%	i	0.8	3.4%	-3.0	531	0.1%	-7.8	-0.5	0.7%	i	55.8	-2.4%
NS(=O)(=O)c1ccc(CCNS(=O)(=O)c2cccc3cccnc23)cc1	4.6%	i	0.0	27.6%	x	x	-0.1%	x	x	0.0%	i	12.3	-0.3%
COc1cc(C)c(CN2CCC(n3nccc3NC(=O)C3CCOC3)CC2)cc1C (stereo unspecified)	-8.6%	i	0.8	7.1%	x	x	-0.2%	x	x	-0.3%	i	24.0	4.7%
COc1ccc(NC(=O)C(=O)NCCN2CCN(C(=O)c3ccco3)CC2)cc1	0.7%	i	0.2	-0.2%	-1.0	1112	-0.4%	-0.9	8.8	-0.2%	i	32.4	4.4%
CCOC(=O)C1(Cc2ccc(OC)cc2)CCN(C(=O)CCc2cccnc2)CC1	6.1%	i	0.3	7.8%	1.4	1040	-1.4%	-13.4	-7.9	1.7%	i	58.6	-4.2%
Cc1ccc2c(c1)CCCN2C(=O)c1cc(C)on1	8.7%	i	1.6	0.2%	x	x	-0.2%	x	x	1.9%	i	64.8	1.7%
CCN(CC)c1nc(-c2ccccc2)ncc1S(=O)(=O)c1ccc(C)cc1	-0.1%	i	0.0	7.7%	1.6	1159	-0.6%	62.3*	10.1*	7.6%	i	12.8	3.9%
CC(Oc1ccc(Cl)cc1)C(=O)Nc1ncccn1 (stereo unspecified)	4.2%	i	5.3	14.0%	-5.4	803	3.1%	11.7	-5.5	0.3%	i	10.7	-3.2%
CCN(CC)C(=O)Cn1cc(C(=O)C(=O)N2CCN(C)CC2)c2ccccc21	6.7%	x	x	10.4%	x	x	-0.1%	x	x	1.1%	i	11.1	-7.2%
CC(C)N1C(=O)C(=O)N(CC(=O)N2CCc3ccccc32)C1=O	4.9%	i	0.7	x	x	x	x	x	x	0.1%	i	32.2	x
CCOC(=O)Nc1ccc2c(c1)N(C(=O)C(C)N1CCCC1)c1ccccc1CC2 (stereo unspecified)	2.9%	i	3.4	0.4%	x	x	1.1%	-5.5	-7.5	-0.7%	i	52.1	-2.4%
CC(=O)Nc1ccc(S(=O)(=O)N(C)S(=O)(=O)c2ccc(F)cc2)cc1	10.5%	i	0.4	1.5%	-1.0	1042	-0.6%	20.0	3.7	0.7%	i	47.0	-4.9%
O=C(c1cccc([N+](=O)[O-])c1)N1CCN(Cc2ccccc2)CC1	3.9%	i	0.1	4.2%	x	x	-0.6%	x	x	0.5%	i	35.0	11.9%
CC(NC(=O)Cn1ncc(Cl)c(Cl)c1=O)C12CC3CC(CC(C3)C1)C2 (stereo unspecified)	10.9%	u	x	11.2%	1.9	940	-2.2%	64.4*	44.3*	-1.4%	i	42.0	-9.8%
CCOc1ccc(Nc2nc(N)c([N+](=O)[O-])c(NCc3ccccc3)n2)cc1	-20.3%	i	1.5	13.0%	-1.3	1335	-0.2%	x	x	x	i	24.7	-3.6%
Cc1ccccc1NC(=O)CCCn1nc(C)c2c(C)n(-c3ccccc3)nc2c1=O	8.2%	i	0.3	2.0%	x	x	-0.3%	x	x	4.1%	i	29.1	2.0%
COc1ccc(CCN(Cc2cc3cc(C)c(C)cc3nc2Cl)C(=O)C2CC2)cc1	5.3%	i	2.3	13.0%	0.3	1380	0.7%	55.0	8.8	13.1%	i	25.6	-8.7%
c1ccc(-n2nnnc2NCCCN2CCOCC2)cc1	10.1%	i	0.7	1.0%	1.1	1163	0.4%	-25.4	-36.6	1.5%	i	19.4	14.8%
CCCC(=O)Nc1cc(C)c(NC(=O)c2cccs2)cn1	13.2%	i	0.9	18.4%	-1.4	1184	-0.1%	-2.2	-0.9	0.5%	i	30.2	5.7%
CCCN(CC(=O)Nc1ccccc1C)C(=O)c1ccc(C)c(S(=O)(=O)N2CCCCC2)c1	1.5%	i	0.3	3.4%	x	x	x	x	x	0.7%	i	56.2	3.9%

Screening results from PubChem.
